# Assay outcomes from PubChem BioAssay.
# SW480 rerep: inducers of DNA re-replication in SW480 colon cancer cells. SW480 DNA re-replication, Hoechst DNA content imaging, 48 h. Potency, µM (series often up to 46.1 µM), for the others: top-dose re-replication activation, usual class: activators. 1.8% of 340,000 active; note: potency is the fitted concentration of half-maximal effect; % of control where 0% means no effect; nearly all actives have a fitted effect of over 55% in size
#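 Image-based DNA-content assay: after two days of treatment, nuclei were labelled with the DNA dye Hoechst and imaged, and hits were compounds raising the count of nuclei showing high fluorescence intensity.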
# GLP1R cytotox: cytotoxic in the GLP-1 receptor inverse agonist counter-screen; HEK293 cAMP-luciferase reporter cells, luminescence, 24 h; Potency, µM (series often up to 38.3 µM), for the others: top-dose activity change, negative = inhibition, actives largely listed as inhibitors; 0.13% of 410,000 active; AID 624418;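 note: loss of luciferase light is scored as toxicity; potency is the fitted concentration of half-maximal effect; % is set by controls: 0 for no effect and ±100 for the full control effect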
#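 MLSMR compounds, 24 hr on cells at 37 deg C/5% CO2; luminescence after luciferase reagent (12 min RT). Inhibition counted as the undesired cytotoxic outcome.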
# KB-3-1 cytotox: KB-3-1 parental cell cytotoxicity. KB-3-1 viability, CellTiter-Glo ATP luminescence, 72 h. 1.4% of 400,000 active. Potency, µM (highest dose often 46.1 µM), inactives show top-dose activity change, negative = cytotoxic, usual class: cytotoxic; note: potency is the fitted concentration of half-maximal effect; % is set by controls: 0 for no effect and ±100 for the full control effect; nearly all actives have a fitted effect of over 60% in size
#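 KB-3-1 parental drug-naive adenocarcinoma cells in DMEM/10% FBS, incubated 72 h at 37 C with pin-transferred compounds across a concentration series. Viability by CellTiter-Glo luminescence; concentration-response curves fitted after normalization.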
# DRD3 agonist: activates the human D3 dopamine receptor | P35462 | D3R DiscoveRx beta-arrestin cells, luminescence, 90 min | max activation, % | 0.58% of 410,000 active; in the data active = max activation above about 30%; note: 0% is about no effect; mostly tested at two doses, the higher about 12 µM
# Target sequence (P35462 whole entry, looked up): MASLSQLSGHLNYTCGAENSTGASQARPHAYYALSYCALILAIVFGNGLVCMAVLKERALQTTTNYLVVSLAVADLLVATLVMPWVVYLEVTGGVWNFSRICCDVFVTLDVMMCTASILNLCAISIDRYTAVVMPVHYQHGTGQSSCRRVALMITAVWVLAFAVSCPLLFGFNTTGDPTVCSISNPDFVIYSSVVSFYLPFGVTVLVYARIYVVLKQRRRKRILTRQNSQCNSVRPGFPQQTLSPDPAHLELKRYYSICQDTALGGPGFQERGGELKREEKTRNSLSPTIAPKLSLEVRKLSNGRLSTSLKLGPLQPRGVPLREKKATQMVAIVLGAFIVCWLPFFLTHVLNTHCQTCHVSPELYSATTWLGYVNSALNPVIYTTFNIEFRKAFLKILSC
#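 Agonist mode: compounds and dopamine controls were applied to plated cells for 90 min at 37 degrees C after an overnight attachment at 1500 cells/well. Luminescent read-out followed 30 - 60 minutes at room temperature with DiscoveRx detection reagent.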
# IL-1B inflam inh: inflammasome signaling inhibition, IL-1 beta readout; THP-1 LPS/ATP IL-1B secretion, AlphaLISA, 16 h; hits give low values; activity change, % at 57.5 µM; 4.7% of 360,000 active; in the data active = activity change below about -50%; inconclusive = mostly about -30% to -49%; note: % is set by controls: 0 for no effect and ±100 for the full control effect
#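 THP-1 cells pretreated 1 hr with compounds (up to 57.5 uM final), then stimulated with LPS (250 ng/mL final) plus ATP (1.25 mM final); secreted IL-1B measured by AlphaLISA after 16 hr, decreased signal indicating inhibition.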
# HT1080-NT tox: kills 2HG-producing HT-1080-NT fibrosarcoma cells | HT-1080-NT fibrosarcoma viability, CellTiter-Glo ATP luminescence, 48 h | 1.6% of 360,000 active | AID 686970 | Potency, µM (highest dose often 46.1 µM), inactives show at the top dose activity, negative = less viability, hits mostly cytotoxic;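 note: NT is the 2HG producing partner of a matched IDH1 knockdown line; potency is the fitted concentration of half-maximal effect; 0% = DMSO-treated cells and -100% = media-only wells without cells; nearly all actives have a fitted effect of over 55% in size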
#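 Luminescent CellTiter-Glo readout after 48 hours of compound exposure at 37 degrees C defined viability of HT-1080-NT cells. Activity was normalized to DMSO wells and cell-free media wells; concentration-response curves were fitted and assigned curve classes.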
# MCF10A rereplic: DNA re-replication induction in MCF 10a cells; MCF 10A DNA re-replication, Hoechst nuclear intensity, 48 h; Potency, µM (doses to about 46.1 µM), for the others: top-dose activity, positive = re-replication, most hits filed as activators; 2.9% of 350,000 active; note: potency is the fitted concentration of half-maximal effect; % of control where 0% means no effect; nearly all actives have a fitted effect of over 50% in size
# KB-V1 cytotox: KB-V1 MDR subline cytotoxicity | AID 1347076 | Potency, µM (top dose mostly 46.1 µM), inactives show at the top dose activity change, negative = cytotoxicity, most hits filed as cytotoxic | KB-V1 MDR cells viability, CellTiter-Glo, 72 h | 3.4% of 400,000 active; note: potency is the fitted concentration of half-maximal effect; % is set by controls: 0 for no effect and ±100 for the full control effect; nearly all actives have a fitted effect of over 60% in size
#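 KB-V1, DMEM (no phenol red) + 10% FBS; cpd pin-transferred, titration series; 72 h, 37 degrees C; CellTiter-Glo, luminescence. Data normalized, curve-fit.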
# HT1080 IDH1KD tx: HT-1080 IDH1 knockdown cell toxicity (counter line); Potency, µM (top dose mostly 46.1 µM), inactives show top-dose activity, negative = toxicity, hits mostly cytotoxic; HT-1080 IDH1 knockdown viability, ATP luminescence, 48 h; AID 686971; 2% of 360,000 active;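 note: potency is the fitted concentration of half-maximal effect; 0% = DMSO wells and -100% = cell-free medium wells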
#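 % activity derives from luminescence (CellTiter-Glo), normalised to DMSO and no-cell wells. HT-1080-IDH1KD cells, 750/well, had 48 h compound exposure at 37 °C.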
# * hit, by the source's call; i = inactive; ? = inconclusive; · = not tested or not shown; & = joins results of further samples; [ ] = dose if it differs, or a comment. Unless noted, calls come from the whole dose curve; as a rule, active = well fitted curve in the direction sought with a large enough effect; inconclusive = small, poorly fitted or top-dose-only effect, or another doubt; inactive = no such curve, though single readings can be large; an effect the other way counts as inactive or inconclusive. Not a hit list. About 11% of those tested had a hit in this group.
SMILES,SW480 rerep,GLP1R cytotox,KB-3-1 cytotox,DRD3 agonist,IL-1B inflam inh,HT1080-NT tox,MCF10A rereplic,KB-V1 cytotox,HT1080 IDH1KD tx
O=C(NC1CCS(=O)(=O)C1)C12CC3CC(CC(C3)C1)C2 (stereo not drawn),-0.2%,3.9%,-1.7%,-1.4,-5.6,-1.8%,?,1.1%,15.7%
O=C(Nc1cccc(-c2cccc(F)c2)c1)C1CCN(CC2CCOC2)CC1 (stereo not drawn),?,?,?,-11.9,?,?,?,?,?
COC(=O)c1ccc(CSc2ncnc3c2sc2nc(N4CCOCC4)c4c(c23)CCCC4)o1,8.1%,21.7%,10.1%,-3.0,-11.7,5.8%,?,14.2%,0.0%
C=CCN1C(=O)C2(OCCCO2)c2cc(Cl)ccc21,2.3%,22.8%,27.8%,-3.7,-1.3,-3.1%,9.3%,8.0%,-7.7%
Cn1c(=O)c2c(SCC(=O)N3CCCC3)nc(-c3ccccc3)nc2n(C)c1=O,-21.1%,-1.1%,21.6%,2.3,i,7.6%,-27.5%,-11.1%,-4.3%
CC(C)c1ccccc1NC(=O)CN1C(=O)c2cccc3cccc1c23,·,64.6%[activator],4.9%,-3.6,·,·,·,2.9%,·
COc1ccc(NC(=O)CCNS(=O)(=O)c2cccc(C(C)=O)c2)cc1S(N)(=O)=O,-1.3%,-1.9%,5.0%,-7.1,18.1,6.6%,0.4%,6.3%,-2.6%
O=C(Nc1ccccc1)Nc1nc(-c2ccc(F)c(F)c2)cs1,9.5%,0.4%,0.0%,17.4,14.9,-11.8%,-1.1%,8.0%,-1.9%
Cc1cn(CC(=O)NCCCN2CCCC2=O)c(=O)[nH]c1=O,11.5%,2.3%,-11.2%,3.4,0.0,10.6%,0.4%,0.5%,8.0%
O=C(CN1CCN(c2ccc(F)cc2)CC1)NCc1cccs1,0.4%,-0.4%[0.307 µM],3.9%,5.3,2.1,2.8%,1.0%,-7.2%,-8.6%
Cc1ccccc1N(CC(=O)NC1CCCCC1)C(=O)CNC(=O)c1cccs1,7.5%,-1.9%,1.1%,5.5,-6.6,-16.1%,0.5%,?,-0.2%
COc1ccc(NC(=O)C2CC(=O)OC23CCOC(C)(C)C3)cc1 (stereo not drawn),-2.6%,-6.2%,2.3%,1.8,-1.8,11.5%,5.3%,11.5%,6.2%
CC(C)c1c(C(=O)N/N=C/C2CC=CCC2)nnn1-c1nonc1N (stereo not drawn),-2.5%,4.1%,-7.4%,0.2,4.8,6.2%,5.0%,13.9%,11.6%
CN(C(=O)COC(=O)c1ccccc1SCC(=O)N1CCCC1)C1(C#N)CCCCC1,-8.1%,-19.4%,3.9%,4.7,13.1,8.0%,8.2%,0.0%,10.0%
Cc1ccc(S(=O)(=O)N[C@H](CO)C(C)C)cc1,·,-12.0%,-2.9%,-2.6,-19.8,18.5%,·,-2.5%,26.3%
O=C(c1ccccc1)N1CCN(C(=O)c2cc3ccccc3o2)CC1,-3.5%,-4.3%,19.3%,-0.1,-21.0,0.9%,-1.9%,11.8%,2.5%
CC(C)(C)NC(=O)CSc1nnc(SCC(=O)NC(C)(C)C)s1,4.6%,-6.0%,7.8%,12.7,17.4,14.9%,4.6%,14.4%,27.6%
Nc1nc(NCCOCCO)nc(N2CCCCCC2)c1[N+](=O)[O-],-2.3%,0.7%,-12.1%,15.8,10.0,3.1%,0.0%,-14.5%,-0.9%
CN(C(=O)CC1C(=O)NCCN1Cc1ccccc1C(F)(F)F)C1CCOCC1 (stereo not drawn),2.5%,-1.2%,-12.3%,-11.0,2.5,10.3%,1.6%,13.4%,5.7%
Cn1c(N2CCOCC2)c(/C=N/OC(=O)c2ccc(F)cc2)c2ccccc21,?,?,4.11µM*,17.3,42.4,2.82µM*,27.3%,?,3.16µM*
Cc1cc(Nc2cc(F)ccc2C)n2ncnc2n1,-8.3%,2.0%,-3.0%,-2.7,-13.5,1.2%,1.2%,-0.8%,-1.1%
COc1ccccc1/C=C/C(=O)NC(=S)N(C)C1CCCCC1,10.0%,?,3.3%,-1.0,-21.3,?,-1.8%,0.0%,?
Cc1cc(NS(=O)(=O)c2ccc(NC(=O)C(F)(F)F)cc2)nc(C)n1,-3.9%,-3.3%,15.0%,30.4*,2.6,0.3%,9.8%,0.0%,6.2%
Cc1ccccc1Nc1nc(N)nc(COC(=O)c2ccc(O)cc2)n1,·,5.1%,8.1%,2.8,0.0,-6.8%,10.8%,-7.4%,-12.6%
COc1ccc(C[C@H]2CN3C(=NC[C@@H]3Cc3ccc(O)cc3)N2C[C@H](C)NC(=O)c2ccc(C)c(Br)c2)cc1,5.1%,?,?,-109.9,?,-15.2%,1.0%,13.5%,-13.9%
CCOc1cccc(-c2nnc(SCC(=O)Nc3ccc(OC)c(OC)c3)n2N)c1,-1.3%,1.9%,14.5%,0.0,20.1,2.3%,2.6%,-0.5%,17.5%
COc1ccc(S(=O)(=O)N2CCOC23CCN(S(=O)(=O)c2ccc([N+](=O)[O-])cc2)CC3)cc1,-1.1%,4.0%,-3.5%,-3.7,-4.6,2.4%,-0.3%,-0.3%,-0.1%
O=C(CSc1nncs1)NNC(=O)c1ccco1,0.5%,5.1%,8.3%,2.4,0.4,3.4%,2.6%,?,3.6%
CC1C(C)N(C(=O)CCCl)c2ccccc2N1C(=O)CCCl (stereo not drawn),-0.5%,-8.9%,-16.3%,9.8,-3.9,0.4%,-26.5%,-19.2%,-16.0%
CN(C[C@@H](CC1CCCCC1)N(C[C@H](Cc1ccccc1)N(CCc1ccccc1)N=O)N=O)N=O,-3.7%,-3.4%,10.9%,3.7,2.1,1.4%,33.7%,-9.4%,10.6%
CCC(C(=O)NCCCN1CC(C)CC(C)C1)n1nc(C)c2sc3ccccc3c2c1=O (stereo not drawn),11.5%,-25.9%,-10.6%,-3.9,?,-9.5%,5.3%,1.9%,-1.6%
O=C(Nc1ncc([N+](=O)[O-])s1)c1cccs1,-65.7%&-2.8%&-0.5%[inhibitor],?,?,3.6&-3.8&-12.3,8.9&9.2,23.1µM*,?,16.4µM*,20.6µM*
CC(C)N(Cc1ccccc1)C(=O)COC(=O)c1cc(S(=O)(=O)N(C)C)ccc1N1CCCC1,8.1%,2.3%,-1.3%,-9.7,-9.6,-5.3%,-4.1%,-26.1%,-0.1%
O=C(COc1ccc(S(=O)(=O)N2CCCC2)cc1Cl)NCc1cccnc1,-0.6%,14.6%,-6.2%,-4.3,-2.8,-12.5%,11.2%,?,-11.9%
O=C(NCc1ccccc1Cl)C1CCN(S(=O)(=O)N2CCCC2)CC1,-6.1%,4.8%,0.2%,-1.5,-9.7,0.0%,24.7%,-6.3%,11.9%
CCN(CC)CCNC(=S)Nc1ccc2nc3n(c(=O)c2c1)CCCCC3,10.4%[1.84 µM],-5.2%,-7.5%,-6.8,-17.1,-9.7%,-6.4%,-10.4%,-11.2%
CCOc1ccc(N(CC(=O)Nc2ccccc2OC)S(=O)(=O)c2ccccc2)cc1,2.31µM*,-25.7%,4.61µM*,-5.6,49.8,2.06µM*,?,1.03µM*,1.64µM*
COc1ccc(N2CCN(C(=O)c3cccc(NC(=O)c4nsc5ccccc45)c3)CC2)cc1,·,-2.6%,1.4%,17.8,·,·,·,-13.8%,·
O=C(COC(=O)CC1CC2CCC1C2)NC(=O)NCc1ccco1 (stereo not drawn),-1.7%,7.0%,-2.4%,14.6,-2.4,12.0%,-1.9%,14.5%,12.9%
CCc1nnc(NC(=O)c2ccc(OC)c(S(=O)(=O)N3CCCC3)c2)s1,-8.1%,-2.8%,-12.4%,-5.2,19.5,-0.5%,5.2%,20.6µM*,-12.3%
CC1(C)CC(c2csc(N)n2)CCO1 (stereo not drawn),-7.8%,24.3%,-2.8%,2.8,22.3,-1.3%,1.3%,-14.2%,1.3%
C=CCc1cccc2cc(C(=O)NC3CCCCC3)c(=O)oc12,-16.0%,16.0%,7.4%,-2.9,38.0,28.4%,?,-4.6%,20.6%
CC(=O)Nc1ccc(S(=O)(=O)N(C)CC(=O)OC(C)C(=O)NC2CCCCC2)cc1 (stereo not drawn),-0.5%,11.6%,5.9%,1.1,17.5,1.2%,1.5%,9.7%,-5.6%
COc1ccccc1CNC(=O)CN(c1cccc([N+](=O)[O-])c1)S(C)(=O)=O,-1.8%,-2.0%,2.0%,3.3,0.0,0.0%,-2.7%,-1.2%,-0.4%
CC1CCN(C2(O)C(=O)Nc3ccc([N+](=O)[O-])cc32)CC1 (stereo not drawn),0.7%,-4.6%,-2.1%,-4.0,1.4,-0.6%,-1.8%,-28.9%,-3.7%
COC(C(=O)Nc1ccccc1F)c1ccccc1 (stereo not drawn),-2.0%,-14.7%,13.9%,1.1,20.8,27.2%,-0.3%,7.2%,20.6%
CC(=O)Nc1ccc(C(=O)N2CCCC(c3cc(C(=O)NCc4ccc(F)cc4)no3)C2)cc1 (stereo not drawn),·,1.2%,0.0%,0.4,-19.3,-7.2%,·,5.3%,-8.2%

# Full records, quoted from the list:
# `C=CCc1cccc2cc(C(=O)NC3CCCCC3)c(=O)oc12` reads SW480 rerep = -16.0%; GLP1R cytotox = 16.0%; KB-3-1 cytotox = 7.4%; DRD3 agonist = -2.9; IL-1B inflam inh = 38.0; HT1080-NT tox = 28.4%; MCF10A rereplic = ?; KB-V1 cytotox = -4.6%; HT1080 IDH1KD tx = 20.6%
# `CC1CCN(C2(O)C(=O)Nc3ccc([N+](=O)[O-])cc32)CC1` (stereo not drawn) reads SW480 rerep = 0.7%; GLP1R cytotox = -4.6%; KB-3-1 cytotox = -2.1%; DRD3 agonist = -4.0; IL-1B inflam inh = 1.4; HT1080-NT tox = -0.6%; MCF10A rereplic = -1.8%; KB-V1 cytotox = -28.9%; HT1080 IDH1KD tx = -3.7%
